FEN1 inhibitor: inhibitors of human flap endonuclease 1; P39748; Recombinant FEN1 flap cleavage, fluorescence, 15 min; Potency, µM (titrated, usually from 114 µM), without a hit: top-dose activity change, negative = inhibition, most hits filed as inhibitors; 390,000 tested, 0.35% active; AID 588795; also: nearly all actives have a fitted effect of over 65% in size
Target sequence (P39748 whole entry, looked up): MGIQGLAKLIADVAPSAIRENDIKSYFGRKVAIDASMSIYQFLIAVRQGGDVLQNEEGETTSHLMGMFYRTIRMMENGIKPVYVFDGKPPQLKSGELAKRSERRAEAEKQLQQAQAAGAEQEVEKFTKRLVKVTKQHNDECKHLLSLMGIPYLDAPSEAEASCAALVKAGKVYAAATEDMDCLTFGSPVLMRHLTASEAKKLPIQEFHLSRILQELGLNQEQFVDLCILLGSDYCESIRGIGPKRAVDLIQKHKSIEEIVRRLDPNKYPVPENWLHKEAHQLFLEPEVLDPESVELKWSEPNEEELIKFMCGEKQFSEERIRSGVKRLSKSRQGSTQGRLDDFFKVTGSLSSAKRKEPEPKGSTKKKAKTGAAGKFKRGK
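Potency values derive from four-parameter Hill fits of normalized qHTS data. The reaction used 10 nM FEN1 preincubated 15 min at room temperature with compound, then 50 nM DNA substrate, read at 0 and 15 min.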
N370S GC mod: N370S glucocerebrosidase modulation, Gaucher chaperone candidate; P04062; N370S GC spleen homogenate, 4MU-glucoside fluorescence; Potency, µM (titrated, usually from 59.4 µM), without a hit: at the top dose activity change, negative = inhibition, most hits filed as inhibitors; 330,000 tested, 0.092% active; AID 2101;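 also: 0% = full enzyme activity and -100% = no enzyme basal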
DT40 TDP1 CPT: DT40-hTDP1 cell growth loss with CPT; chicken DT40 Tdp1-/-;hTDP1 cells + 20 nM CPT, ATP luminescence, 48 h; Potency, µM (titrated, usually from 46.2 µM), inactives show top-dose activity change, negative = growth inhibition, most hits filed as inhibitors; 420,000 tested, 12% active; AID 686979; also: nearly all actives have a fitted effect of over 55% in size
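Chicken DT40 Tdp1-/- cells stably complemented with human TDP1 were seeded at 400 cells/well in medium containing 20 nM camptothecin, exposed to pin-transferred compounds, and grown at 37 °C for at least 48 hr. Viability was read as ATP luminescence.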
Starred values were filed as active, the others as inactive; ? = inconclusive; / = no result given. Calls follow the shape of the dose curve; as a rule, active = well fitted curve in the direction sought with a large enough effect; inconclusive = small, poorly fitted or top-dose-only effect, or another doubt; inactive = no such curve, though single readings can be large; an effect the other way counts as inactive or inconclusive. Unless noted, % is scaled to controls: 0 for no effect and ±100 for the full control effect; potency is read from the fitted curve at half-maximal effect.

Order of values: FEN1 inhibitor, N370S GC mod, DT40 TDP1 CPT
CCCOc1ccc(C2C3=C(Nc4nc(N)[nH]c(=O)c42)c2ccccc2C3=O)cc1 (stereo unspecified)
  4%, 17%, ?
CCN1CCN(C(c2ccc(OC)cc2)c2c(O)cc(C)n(CCOC)c2=O)CC1 (stereo unspecified)
  -6%, /, 5%
CCn1c(C)c(C)c2cc(C(=O)NCc3ccc(OC(C)C)cc3)ccc21
  7%, /, ?
COc1ccc(CNc2nc(NCc3ccc(OC)cc3)n(C(C)=O)n2)cc1
  -20%, /, -11%
Cc1ccc2oc(C(=O)N(C)Cc3ccon3)c(C)c2c1
  15%, 27%, -19%
CCc1nc2ccccc2c(C(=O)OCC(=O)NCc2ccco2)c1C
  0%, -2%, ?
CCOC(=O)C1(CCOc2ccccc2)CCN(Cc2cc(OC)ccc2OC)CC1
  -2%, -12%, ?
O=C1C2ON(c3ccccc3)C(c3ccncc3)C2C(=O)N1c1ccccc1 (stereo unspecified)
  7%, 1%, ?
O=C(Nc1ccc2c(c1)OCCO2)C(=O)NC1CC1
  3%, -4%, -17%
Cc1ccc(NS(=O)(=O)c2cc3c4c(cccc4c2)C(=O)NC3=O)cc1
  -1%, 0%, ?
CC(C)c1ccc(OC(=O)c2cc(-c3ccc(Cl)cc3)on2)cc1
  19%, /, -10%
O=c1oc2cc([N+](=O)[O-])ccc2nc1/C=C(\O)c1cccc(Br)c1
  25µM*, -3%, -3%
CC(=O)Nc1ccc(-c2ccccc2)s1
  -5%, -3%, -1%
CC(=O)Nc1cc(C(N)=O)c(Cl)cc1Cl
  5%, -1%, -6%
COc1cccc(C(=O)Nc2ccc3nc(SCc4ccc(C)cc4)sc3c2)c1
  -6%, /, 16µM*
O=C(N/N=C/c1ccc2ncccc2c1)c1cccc([N+](=O)[O-])c1
  -6%, 1%, 5%
CCc1cccc(CC)c1NC(=O)COc1ccccc1C(=O)c1cc(C#N)c(=O)n(C2CCCCC2)c1
  4%, ?, 18µM*
COc1cccc(CNc2ccc3[nH]c(=O)[nH]c3c2)c1OCc1ccccc1F
  9%, 9%, ?
CCOc1ccc(/C=N/NC(=O)c2ccc(F)cc2)cc1CN1CC2CC(C1)c1cccc(=O)n1C2 (stereo unspecified)
  -19%, /, ?
COc1ccc2c(c1)c1nc3ccccc3nc1n2CCn1c(=O)oc2ccccc21
  -8%, 2%, ?
Clc1ccc(/C=N/Nc2ncnc3ccccc23)cc1Cl
  -22%, 12%, 21µM*
COc1cccc(-n2cc(C(=O)O)c3ccccc3c2=O)c1
  4%, 3%, -11%
CCN(CC)CCN(C(=O)c1ccco1)c1nc2c(C)c(C)ccc2s1
  -21%, /, 23µM*
COc1ccccc1CN1CC(C(=O)NCc2cccc(Cl)c2)CCC1=O (stereo unspecified)
  -3%, 1%, -29%
O=[N+]([O-])c1ccc(S(=O)(=O)NCCc2ccncc2)cc1
  -18%, 3%, -1%
Cc1ccc(-c2nn(CC(=O)NN3CCOCC3)c(=O)c3ccccc23)cc1
  -3%, -21%, -2%
CC(=O)Nc1ccc(S(=O)(=O)Nc2c(C)nn(-c3ccccc3)c2C)cc1
  7%, -3%, ?
Cc1c(C(=O)Nn2cnnc2)oc2ccccc12
  -4%, 15%, -7%
CCN(C[C@H]1N[C@@](C)(C(=O)OC)[C@H]2C(=O)N(C)C(=O)[C@@H]12)C(=O)c1ccccc1
  10%, /, 3%
Cc1ccc(C)c(-n2c3nc(=O)n(C)c(=O)c-3cc3ccccc32)c1
  8%, 7%, -5%
CC(/C=N/NC(=O)CSc1nnc(SCc2ccccc2)s1)=C\c1ccco1
  -15%, -5%, -7%
Cc1ccc(Cl)cc1NC(=O)C1CCCN(S(=O)(=O)c2c(C)noc2C)C1 (stereo unspecified)
  6%, -4%, ?
Nc1ccc(NC(=S)Nc2ccccc2)cc1
  -3%, 0%, 1%
CCc1ccccc1NC(=O)Nn1cnnc1
  1%, -12%, 1%
CCCOc1c(OC)cc(Cl)cc1C1NC(=O)NC(C)=C1C(=O)NCc1ccccc1 (stereo unspecified)
  11%, -17%, -10%
N#Cc1ccc(CN2CC[C@@]3(CCCN(C(=O)c4cc(C(F)(F)F)cc(C(F)(F)F)c4)C3)C2)cc1
  /, -10%, ?
COc1ccc2[nH]cc(/C=C(/C#N)S(=O)(=O)c3ccccc3)c2c1
  3%, 18%, ?
Cc1cccc(NC(=O)CSc2cn(CC(=O)N3CCCCCC3)c3ccccc23)c1
  14%, /, -6%
Cc1ccc(-c2csc(=Nc3ccccc3)n2Cc2ccc3c(c2)OCO3)cc1
  -19%, /, 15µM*
CC1Cc2ccccc2N1C(=O)Cn1c(=O)cc(O)c2ccccc21 (stereo unspecified)
  4%, 13%, -18%
Cc1ccc2c(c1)c(N=O)c(O)n2Cc1ccc(Cl)cc1
  9%, 4%, -21%
C=CCNC(=O)CSc1nc2sc(C)c(C)c2c(=O)[nH]1
  -16%, -12%, ?
COc1ccccc1OCCOCCn1cnc2ccccc2c1=O
  10%, 1%, 0%
COc1cc(C2NC(=O)NC(c3ccccc3)=C2C(C)=O)cc([N+](=O)[O-])c1O (stereo unspecified)
  -2%, 2%, -4%
CC(C)CN1Cc2ccccc2Oc2cc(Br)ccc2S1(=O)=O
  -25%, /, ?
COC(=O)c1nn(-c2ccccc2)c(Cl)c1/C=N/OCc1ccc(Cl)cc1Cl
  19%, -25%, 16µM*
Cc1ccc(S(=O)(=O)N2CCOC2CNC(=O)C(=O)NCc2ccncc2)cc1 (stereo unspecified)
  2%, 1%, -11%
COc1ccc(C2C(C(=O)O)CCC(=O)N2c2ccc(OC)cc2)cc1 (stereo unspecified)
  -1%, 18%, -3%
COC(=O)c1ccc(C2C(C#N)=C(C)NC3=C2C(=O)CC(C)(C)C3)cc1 (stereo unspecified)
  -1%, ?, -22%
CC(Sc1nnc(-c2ccc(OC(F)F)cc2)n1N)C(=O)NCC1CCCO1 (stereo unspecified)
  0%, -14%, 6%
CCc1nnc(NC(=O)c2ccc(S(=O)(=O)N3CCCCCC3)cc2)s1
  5%, 11%, -5%
O=C(O)C=Cc1ccc(Cn2ccnc2)cc1
  /, -6%, 5%
COc1ccc(CNC(=O)CCCn2nc(C)c3c(C)n(-c4ccc(C)cc4)nc3c2=O)cc1
  -2%, -7%, ?
CC(C)Cc1ccc(/C(=N/O)C(=O)O)s1
  4%, 4%, 2%
COCCNC(=O)C(OC(=O)c1ccco1)c1ccccc1OC (stereo unspecified)
  -1%, 2%, -4%
O=C(Nc1nnc(SCCN2CCOCC2)s1)C1CC(=O)N(c2ccccc2)C1 (stereo unspecified)
  2%, -6%, 6%
COc1ccc(NC(=O)CCN2C(=O)c3ccccc3S2(=O)=O)cc1
  15%, 2%, 0%
O=C(CN1CCN(C2CCS(=O)(=O)C2)CC1)N1N=C(c2ccc(Cl)cc2)CC1c1ccco1 (stereo unspecified)
  -1%, -1%, ?
Cc1cc(C)cc(NC(=O)NCCn2nnc3cc(S(=O)(=O)N(C)C)ccc32)c1
  10%, /, ?
CN(C(=O)c1ccc(NC(=O)Cc2ccc(NC(=O)C3CCCN(C(=O)C4CCC4)C3)cc2)cc1)C1CC1 (stereo unspecified)
  3%, /, ?

Exported field by field: four of the compounds above
> CN(C(=O)c1ccc(NC(=O)Cc2ccc(NC(=O)C3CCCN(C(=O)C4CCC4)C3)cc2)cc1)C1CC1 (stereo unspecified)
  FEN1 inhibitor: 3%	N370S GC mod: /	DT40 TDP1 CPT: ?

> Cc1cc(C)cc(NC(=O)NCCn2nnc3cc(S(=O)(=O)N(C)C)ccc32)c1
  FEN1 inhibitor: 10%	N370S GC mod: /	DT40 TDP1 CPT: ?

> COc1ccc(NC(=O)CCN2C(=O)c3ccccc3S2(=O)=O)cc1
  FEN1 inhibitor: 15%	N370S GC mod: 2%	DT40 TDP1 CPT: 0%

> CCc1nnc(NC(=O)c2ccc(S(=O)(=O)N3CCCCCC3)cc2)s1
  FEN1 inhibitor: 5%	N370S GC mod: 11%	DT40 TDP1 CPT: -5%

(next part)
Order of values: FEN1 inhibitor, N370S GC mod, DT40 TDP1 CPT
COc1cc(-c2nnc(SCc3cc(=O)oc4cc(O)c(O)cc34)o2)cc(OC)c1OC
  40µM*, -21%, -1%
O=C(CC1C(=O)NCCN1Cc1ccc(Cl)c(F)c1)NCCc1cccnc1 (stereo unspecified)
  -8%, 13%, -7%
CCS(=O)(=O)N1CCN(c2ccnc3cc(Cl)ccc23)CC1
  4%, -1%, -8%
O=C1CSC(c2cccc(O)c2)N1Cc1ccccc1 (stereo unspecified)
  15%, -17%, -19%
O=C(NCCNS(=O)(=O)c1ccccc1)c1cc(OCC(F)(F)F)ccc1OCC(F)(F)F
  0%, 6%, -29%
Cc1c(-c2nc(-c3ccncc3)no2)cccc1[N+](=O)[O-]
  12%, -10%, -17%
COc1cccc(OC)c1C(=O)Nc1cccnc1
  -8%, 5%, -11%
Cc1cnc(C(=O)N2CCc3c([nH]c4ccccc34)C2c2ccc(F)cc2)cn1 (stereo unspecified)
  -14%, -10%, -26%
CCOc1ccc(CN(C)C(=O)CCl)cc1
  17%, 6%, 2.9µM*
Cc1cc(C(=O)N/N=C/c2ccc(N(C)C)cc2)c2ccccc2n1
  -4%, -4%, 2.9µM*
COc1ccccc1NC(=O)CSC1=Nc2ccccc2C2=NC(CC(=O)NCc3ccco3)C(=O)N12 (stereo unspecified)
  3%, /, ?
COc1ccc(OCC(O)CNC2CCCC2)cc1 (stereo unspecified)
  3%, -6%, -11%
CC1CCC(N(C(=O)c2csnn2)C(C(=O)NC(C)(C)C)c2cccnc2)CC1 (stereo unspecified)
  -1%, 1%, 6%
Cc1cc(C(=O)NCc2ccc(F)cc2)n(-c2ccccc2)n1
  26%, 1%, -27%
CC(=O)Cc1nsc(Nc2ccccc2)n1
  -1%, 4%, -12%
CCOC(=O)C1=C(COC(=O)c2ccc(Br)c(S(=O)(=O)N3CCOCC3)c2)NC(=O)NC1C (stereo unspecified)
  0%, /, ?
COc1ccc(CCNC(=O)COc2ccc(N(C)S(=O)(=O)c3ccc(C)cc3)cc2)cc1
  -4%, 6%, ?
Cc1ccc(C(=O)Nc2ccc(C)c(S(=O)(=O)Nc3ccccc3Cl)c2)s1
  -13%, 5%, ?
CC(=O)Nc1ccc(C(=O)OCC(=O)NC(=O)NC2CCCCC2)cc1
  3%, -3%, 7%
COC(=O)C1CCN(c2nc3ccccc3nc2C(C#N)C(=O)NCCc2ccccc2)CC1 (stereo unspecified)
  12%, 16%, ?
CCC(C)(C(=O)NC1CCCCC1)N(C(=O)CNC(C)=O)c1c(C)n(C)n(-c2ccccc2)c1=O (stereo unspecified)
  9%, 0%, 3%
CN(C)CCn1c2c(c(SCC(=O)Nc3cccc4ccccc34)nc1=O)CCCC2
  6%, -3%, ?
CCCn1c(SCC(=O)Nc2ccccc2-c2ccccc2)nnc1-c1ccoc1C
  2%, 8%, 16µM*
CCOc1ccc(NC(=O)C(C)Oc2ccccc2C(=O)Nc2cccc(Cl)c2Cl)cc1 (stereo unspecified)
  0%, ?, ?
COCCN(Cc1ccc(F)cc1)C(=O)c1cc2ccccc2oc1=O
  22%, -4%, -24%
Cc1cccc(N2C(=O)CSC2c2cccnc2)c1 (stereo unspecified)
  1%, /, -7%
CCCCn1c(=O)c2oc3ccccc3c2n(CC(=O)Nc2cccc(Cl)c2)c1=O
  17%, /, -29%
Fc1ccc(-c2cc(C(F)(F)F)nc(N3CCCCC3)n2)cc1
  -10%, 13%, -44%
Cc1ccccc1NC(=O)CCCC(=O)c1ccccc1
  -1%, -4%, 13%
CCc1ccc(N(C(=O)c2ccco2)C(C(=O)NC2CCCC2)c2ccncc2)cc1 (stereo unspecified)
  -10%, 0%, -27%

Single records, from the list above:
CCc1ccc(N(C(=O)c2ccco2)C(C(=O)NC2CCCC2)c2ccncc2)cc1 (stereo unspecified) as listed: FEN1 inhibitor = -10%; N370S GC mod = 0%; DT40 TDP1 CPT = -27%
CC(=O)Nc1ccc(C(=O)OCC(=O)NC(=O)NC2CCCCC2)cc1 as listed: FEN1 inhibitor = 3%; N370S GC mod = -3%; DT40 TDP1 CPT = 7%

Continued:
Order of values: FEN1 inhibitor, N370S GC mod, DT40 TDP1 CPT
COC(=O)[C@@]1(Cc2ccccc2)[C@H]2C(=O)N(C)C(=O)[C@H]2[C@H]2CN=C(SCC(=O)c3ccccc3)N21
  -10%, /, -4%
O=C(NCc1ccccn1)c1ccc(Cn2c(=S)[nH]c3ccc(Br)cc3c2=O)cc1
  -7%, -23%, ?
CN1CCN(Cc2nc3ccccc3c(=O)n2CC#N)CC1
  -3%, 0%, 0%
O=C1Nc2ccc(Br)cc2/C1=C/C(=O)c1ccccc1
  -8%, /, 5.8µM*

These rows are one share of the data; the hit share may differ from the screen's.
